Source: PubChem (National Center for Advancing Translational Sciences (NCATS))
TDP1 block: blocks human tyrosyl-DNA phosphodiesterase 1; Potency, µM (top dose mostly 130 µM), inactives show at the top dose activity change, negative = inhibition, most hits filed as inhibitors; recombinant TDP1, AlphaScreen DNA substrate cleavage; Q9NUW8; AID 485290; 0.28% of 350,000 active; note: nearly all actives have a fitted effect of over 40% in size
Target sequence (Q9NUW8 whole entry, looked up): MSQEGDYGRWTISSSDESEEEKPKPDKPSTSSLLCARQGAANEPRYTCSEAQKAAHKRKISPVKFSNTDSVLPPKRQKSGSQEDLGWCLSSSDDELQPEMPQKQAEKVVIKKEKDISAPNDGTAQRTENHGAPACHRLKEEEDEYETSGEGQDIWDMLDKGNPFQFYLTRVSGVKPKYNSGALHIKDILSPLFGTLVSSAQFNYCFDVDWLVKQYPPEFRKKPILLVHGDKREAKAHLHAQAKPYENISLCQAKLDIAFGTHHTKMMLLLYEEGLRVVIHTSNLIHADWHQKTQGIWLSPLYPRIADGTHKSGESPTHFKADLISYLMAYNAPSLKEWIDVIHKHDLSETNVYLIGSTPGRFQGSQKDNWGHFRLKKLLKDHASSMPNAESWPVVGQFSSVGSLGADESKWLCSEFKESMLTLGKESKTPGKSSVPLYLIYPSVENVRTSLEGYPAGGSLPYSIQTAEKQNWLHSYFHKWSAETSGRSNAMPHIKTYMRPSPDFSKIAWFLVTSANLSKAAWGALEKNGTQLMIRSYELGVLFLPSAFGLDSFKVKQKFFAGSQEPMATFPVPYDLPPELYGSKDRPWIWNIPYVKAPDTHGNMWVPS
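AlphaScreen read-out: signal falls as enzyme removes the 3' tyrosine-FITC from a 5'-biotinylated DNA oligo (15 nM, 5 min, RT). Enzyme was E. coli-made recombinant Tdp1 at 1 nM, exposed to compound for 15 min beforehand; beads 10 ug/ml, 10 min.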
N370S GC mod: inhibitors or activators of N370S glucocerebrosidase for Gaucher disease; Potency, µM (series often up to 59.4 µM), without a hit: top-dose activity change, negative = inhibition, most hits filed as inhibitors; 0.092% of 330,000 active; N370S GC spleen homogenate, 4MU-glucoside fluorescence; P04062;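 note: 0% = full enzyme activity and -100% = no enzyme basal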
DT40 TDP1 no CPT: qHTS for Inhibitors of human tyrosyl-DNA phosphodiesterase 1 (TDP1): qHTS in cells in absence of CPT | Potency, µM (titrated, usually from 46.2 µM), for the others: at the top dose activity change, negative = growth inhibition, hits mostly inhibitors | DT40 Tdp1-/- hTDP1 cells, no CPT, ATP luminescence, 48 h | 15% of 420,000 active; note: nearly all actives have a fitted effect of over 55% in size
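No-CPT arm: Tdp1-/-;hTDP1 DT40 cells (400/well) plus compounds, incubated ≥48 hr at 37 °C. Readout CellTiter-Glo luminescence.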
Starred values were filed as active, the others as inactive; ? = inconclusive; / = no result given; & = joins results of further samples; [ ] = another dose, or the depositor's remark. Calls come from the whole dose curve; as a rule, active = well fitted curve in the direction sought with a large enough effect; inconclusive = small, poorly fitted or top-dose-only effect, or another doubt; inactive = no such curve, though single readings can be large; an effect the other way counts as inactive or inconclusive. Unless noted, % is set by controls: 0 for no effect and ±100 for the full control effect; potency is the fitted concentration of half-maximal effect.

SMILES	TDP1 block	N370S GC mod	DT40 TDP1 no CPT
O=c1ccc2[n+]([O-])c3ccc(O)cc3oc-2c1	8.2%	-8.2%	?
CC1(C)CCC[C@]2(C)[C@H]3CC(=O)O[C@]3(C)CC[C@@H]12	6.2%	-6.9%&3.3%	-26.1%
O=C(c1ccncc1)c1ccc(NS(=O)(=O)c2ccc(Br)s2)cc1	5.9%	0.0%	18.4µM*
COCCCn1c(=O)c2sccc2n2c(CCCC(=O)NCc3cccc(OC)c3)nnc12	2.9%&0.0%	-8.2%	?
Cc1cc(=O)[nH]c(SCc2nc3ccccc3s2)n1	-11.3%	16.6%	-14.7%
CCOc1cc(C2C3=C(CCCC3=O)NC3=C2C(=O)CCC3)ccc1OCCO	-1.1%	-8.0%	-14.7%
COc1ccc(/C=C/C(=O)NCCNC(=O)c2ccccc2)cc1OC	8.1%	-2.2%	-1.3%
O=C(Nc1cccc(Cl)c1)C1=Cc2cc(Cl)ccc2OC1	-4.7%	11.9%	?
O=C(NCCc1ccccc1)C1CCN(C2CCN(Cc3ccc(CO)o3)CC2)CC1	5.6%	1.5%	?
CCOC(=O)c1c(C)[nH]c(C)c1C(=O)CSc1nc2ccccc2n1CC	10.5%	4.6%	?
CN(CC(=O)Nc1ccc(Cl)c(C(F)(F)F)c1)C(=O)/C=C/c1cccs1	1.7%	/	23.1µM*
COc1ccc(CCNC(=O)CSc2nc(C)nc3c2c(=O)n(C)c(=O)n3C)cc1OC	2.1%	0.6%	0.4%
COc1ccccc1-c1nn2c(C(F)(F)F)nnc2s1	1.9%	2.1%	-19.5%
COc1cccc(NC(=O)N2CCN(C(=O)C(Cc3ccc(OC)c(OC)c3)NC(C)=O)CC2)c1 (stereo not given)	2.5%	-13.0%	-2.6%
CCc1ccc(S(=O)(=O)Nc2cc3c(cc2C)n(C)c(=O)n3C)cc1	1.4%	-3.4%	2.91µM*
O=C(O)c1ccc2cc[nH]c2c1	2.1%	-0.1%	-5.3%
CCC(Sc1nc2ccccc2[nH]1)C(=O)Nc1cc(C)on1 (stereo not given)	0.0%	29.4%	-0.8%
Cc1ccc(S(=O)(=O)NC2(C(F)(F)F)NC(=O)N(c3ccc(F)cc3)C2=O)cc1 (stereo not given)	1.1%	-2.4%	-2.4%&-11.6%
Cc1ccc(C(=O)N2CCC3(CC2)Oc2ccc(F)cc2C(=O)C32CC(c3ccc(Cl)cc3)=NO2)s1 (stereo not given)	-1.2%	1.7%	-21.5%
Cc1ccc(O)c(NC(=O)c2cc(-c3ccccc3O)no2)c1	2.6%	/	?
CCOc1ccc(-c2n[nH]c3c2C(c2ccccc2OC)N(c2ccc(Br)cc2)C3=O)cc1 (stereo not given)	4.7%	/	14.6µM*
CCNc1nc2[nH]c(=O)c3c(c2s1)OC(N)=C(C#N)C3c1ccc(C)cc1 (stereo not given)	4.8%	7.1%	5.3%
COc1cccc(Nc2ncc3nc(CCc4ccccc4)c(=O)n(C[C@H]4CCCO4)c3n2)c1	/	-6.8%	?
O=C1c2[nH]nc(-c3ccccc3O)c2C(c2ccccc2F)N1Cc1cccnc1 (stereo not given)	2.3%	/	?

Random excerpt: 5 records from the list
SMILES	TDP1 block	N370S GC mod	DT40 TDP1 no CPT
COc1ccccc1-c1nn2c(C(F)(F)F)nnc2s1	1.9%	2.1%	-19.5%
O=c1ccc2[n+]([O-])c3ccc(O)cc3oc-2c1	8.2%	-8.2%	?
COc1cccc(NC(=O)N2CCN(C(=O)C(Cc3ccc(OC)c(OC)c3)NC(C)=O)CC2)c1 (stereo not given)	2.5%	-13.0%	-2.6%
Cc1ccc(S(=O)(=O)NC2(C(F)(F)F)NC(=O)N(c3ccc(F)cc3)C2=O)cc1 (stereo not given)	1.1%	-2.4%	-2.4%&-11.6%
O=C1c2[nH]nc(-c3ccccc3O)c2C(c2ccccc2F)N1Cc1cccnc1 (stereo not given)	2.3%	/	?

Continuation:
SMILES	TDP1 block	N370S GC mod	DT40 TDP1 no CPT
CC(C)c1ccc(NC(=O)C(NS(=O)(=O)c2ccc3c(c2)CCC(=O)N3)c2ccccc2)cc1 (stereo not given)	9.2%	/	?
COC(=O)CSc1nc(NC#N)nc(NC(C)C)n1	3.8%	6.6%	-3.7%
NC(=O)NC(Cc1ccccc1)C(=O)Nc1ccc(S(N)(=O)=O)cc1 (stereo not given)	0.0%	3.9%	-9.1%
COc1ccc(CCN(C)C(=O)c2cc(-c3ccccc3)nc3ccccc23)cc1OC	7.5%	-15.7%	23.1µM*
O=C(CC12CC3CC(CC(C3)C1)C2)Nc1ccc(C(=O)O)cc1	3.0%	0.6%	-16.1%
O=c1n(-c2ccccc2)c(=O)n(Cc2ccccn2)n1Cc1ccccn1	3.3%	-1.2%	-6.5%
Cc1ccc(C)c(OCCNc2ncccc2[N+](=O)[O-])c1	6.1%	-10.7%	?
c1ccc2c(c1)ncn2CCn1cnc2ccccc21	/	3.8%	-6.4%
C/C(=N/NC(=O)c1nnn(-c2nonc2N)c1-c1ccccc1)c1ccc2c(c1)OCO2	-5.8%	4.6%	-10.5%
COc1cccc(NC(=O)c2cc(=O)c3ccccc3o2)c1	-3.5%	3.5%	?
c1ccc(-c2cn(-c3ccccc3)c3ncnc(NCCCN4CCOCC4)c23)cc1	1.2%	?	?
CC1C(=O)OC2CC34C5CC(C(C)(C)C)C36C(OC(=O)C6O)OC4(C(=O)O5)C21O (stereo not given)	9.0%[56.1 µM]	-5.4%	-3.6%
COc1ccc(C)cc1NS(=O)(=O)c1c(C)nc2sc(C)cn2c1=O	2.6%	/	?
O=[N+]([O-])c1cc2c(c(CSc3ncccn3)c1)OCOC2	3.6%	6.3%	-18.7%
N#CC1=C(N)Oc2cc(N)ccc2C1c1ccsc1 (stereo not given)	2.7%	4.1%	5.2%
O=C(COC(=O)C12CC3CC(CC(O)(C3)C1)C2)Nc1cccc(Br)c1	-3.9%	-5.7%	-23.9%
CC(C)OC(=O)c1nnc(Cc2ccc(F)cc2)o1	1.2%	12.4%	2.9%
CSc1ccccc1C(=O)N1CCCC(CNC(=O)c2ccc(F)cc2)C1 (stereo not given)	0.9%	-15.3%	18.4%
CCCOc1ccc(N2C(=O)CC(N(C(=O)c3ccco3)c3ccc(OCCC)cc3)C2=O)cc1 (stereo not given)	3.6%	-4.1%	?
O=C1Cc2c([nH]c3ccc(Br)cc23)-c2ccccc2N1	6.6%[56.1 µM]	8.3%&10.0%&-0.8%	?
Cc1nn(-c2ccccc2)c(C)c1/C=N/n1c(-c2ccc(Cl)cc2)n[nH]c1=S	0.6%	0.3%	16.4µM*
CCOc1ccc(-n2c(SC(C)C(=O)OC)nc3c([nH]c4ccccc43)c2=O)cc1 (stereo not given)	5.5%	/	?
Cc1cc(C)cc(NC(=S)N2CCN(Cc3ccccc3)CC2)c1	3.1%	-7.3%	?
N#Cc1c(N)nc(-c2ccccc2)nc1-c1ccccc1	-2.1%	5.8%	-2.2%
Oc1ccc2ccccc2c1N=Nc1ccccn1	8.8%	15.8%	0.581µM*
Cc1csc(SCC(=O)O)n1	1.9%	3.5%	?
Cc1cc(C)n(-c2ccc(C(=O)O)cc2)n1	-4.2%	-4.4%	-22.5%
Cc1cc(C)n(CC(O)COc2ccccc2C(=O)Nc2ccccc2)n1 (stereo not given)	3.8%	0.0%	?
O=C1c2ccccc2C(=O)N1Cc1nc(-c2ccccc2)no1	-2.1%	-9.1%	-13.5%
Nc1nc(NCCCN2CCOCC2)nc(Nc2ccccc2F)c1[N+](=O)[O-]	5.5%	-28.7%	16.4µM*
CC(C)(C)c1cc[n+](-c2[nH]c(=O)sc2/C=N/N=C(\[O-])c2cccnc2)cc1	4.6%	13.3%	2.3%
Cc1ccc(C(=S)N2CCN(Cc3ccccc3)CC2)cc1	2.6%	12.8%	-11.6%
CC(C)C(c1nnnn1Cc1ccc(F)cc1)N1CCN(C2CCCCC2)CC1 (stereo not given)	1.9%	-2.6%	?
Cc1ccc(S(=O)(=O)c2nc(-c3ccc(F)cc3)oc2SCC(N)=O)cc1	0.0%	6.1%	-9.1%
COc1ccccc1C(=O)Nc1nnc2n1CCS2	7.7%	/	-12.3%
Cc1noc(C)c1C(=O)N1CCCC1	1.5%	3.0%[12.8 µM]	-24.4%
CCOC(=O)C1CCN(C(=O)C2CCN(c3nc4ccc(OC)cc4s3)CC2)CC1	2.1%	2.4%	16.4µM*
CCOC(=O)CNC(=O)C(=O)c1c(O)[nH]c2ccccc12	6.5%	1.9%	-5.3%
COc1cc(OC)cc(C(=O)Nc2ccc(C(=O)c3ccncc3)cc2)c1	4.7%	-8.7%	?
CC(=O)NC1CC2CCCC(C1)N2C(=O)Nc1ccccc1 (stereo not given)	-2.1%	11.0%	0.1%
CCc1cccc(C)c1NC(=O)C1C2CCC(O2)C1C(=O)O (stereo not given)	2.3%	2.6%	-10.0%
COc1cc(OC)c(NS(=O)(=O)c2cccc(C(=O)OCC(=O)NCC3CCCO3)c2)cc1Cl (stereo not given)	0.0%	-17.2%	-23.9%
Cc1onc(-c2ccccc2)c1-c1nnc(CN2CCN(S(=O)(=O)c3ccccc3)CC2)o1	0.6%	/	16.4µM*
Nc1c(C(=O)NCc2ccc(Cl)cc2Cl)nnn1Cc1ccc(Br)cc1	0.0%	/	?
Fc1cccc(F)c1CSc1nc2ccccc2[nH]1	7.0%	-7.8%	-11.5%
O=C(c1ccccc1Br)N(Cc1ccccc1)c1ccccc1	-10.7%	-5.8%	11.6µM*
COc1ccc(/C=N/NC(=O)c2ccc(COc3ccccc3Cl)o2)cc1	7.8%	0.0%	-27.2%
Clc1ccc(CSc2ccc(-c3cccnc3)nn2)cc1	-5.3%	15.2%	?
CN(C)c1oc(-c2cccs2)nc1C#N	5.9%	?	-15.6%
O=C(Nc1ccccc1)c1ccc(CSc2ncccn2)cc1	6.2%	15.6%	?
O=C(NCc1ccco1)c1ccc(NS(=O)(=O)c2cccc([N+](=O)[O-])c2)cc1	-10.0%	-0.5%	?
COc1ccc(/C=C(\NC(=O)c2ccc(OC)cc2)C(=O)NC(CCSC)C(=O)O)cc1 (stereo not given)	-1.6%	2.4%	-0.5%
COc1ccc(C(=O)Nc2cc(S(=O)(=O)c3ccc(Cl)cc3)c(O)c(C)c2C)cc1	1.9%	/	?
CN1CCN(Cc2ccc(-c3ccc(Cl)cc3)o2)CC1	3.1%	-9.0%	?
CN1OC(Cn2cc(C#N)c(=O)n(C)c2=O)CC1c1ccccc1 (stereo not given)	-3.8%	-4.0%	-0.9%
N#CCCNc1c(Cl)cc(Cl)cc1C(=O)O	5.3%	-0.1%	-3.5%
CC(=O)N1c2ccc(S(=O)(=O)N3c4ccccc4CC3C)cc2CC1C (stereo not given)	4.5%	14.6%	?
CCOc1ccc(CNC(=O)c2ccc3c(c2)nc2n3CCC(C)C2)cc1OC (stereo not given)	2.7%	/	-4.4%
COc1cccc(CN2CCCC(C(=O)N3CCCCC3)C2)c1 (stereo not given)	/	-2.0%	-1.2%
O=C(O)[C@H]1CCCN1S(=O)(=O)c1cccc2cccnc12	/	-10.2%	3.5%
Following part.
SMILES	TDP1 block	N370S GC mod	DT40 TDP1 no CPT
O=[N+]([O-])c1cccc(/C=N/n2c(C3CCCCC3)n[nH]c2=S)c1	1.9%	2.7%	16.4µM*
Cc1c(C(=O)NN)sc(=S)n1C	8.4%	0.5%	-9.6%
Cc1cc(C(=O)NCc2cccc(Cl)c2)c2ccccc2n1	-0.5%	0.5%	?
Cc1cc(C)cc(N(CC(=O)NCc2cccnc2)S(C)(=O)=O)c1	1.0%	2.5%	-16.2%
CC(=O)C[C@@H](O)CC(=O)[C@@H]1OC(=O)[C@H](C)C/C=C\Cc2ccccc21	0.6%	/	-6.3%
CC(C)(C)OC(=O)Nc1ncnc2c1ncn2C1OC(CO)C2OC(C)(C)OC21 (stereo not given)	1.9%	0.1%	-18.3%
NS(=O)(=O)c1ccc(Oc2ccc(S(N)(=O)=O)cc2)cc1	1.2%	1.3%	-8.9%
O=S(=O)(c1ccc2ccccc2c1)N1CCC(c2nc(-c3ccncc3)no2)CC1	4.9%	16.0%	9.2µM*
O=C(N/N=C/c1coc2ccccc2c1=O)c1cc2ccccc2o1	5.1%	6.2%	?
CC(C)CNC(=S)N1CCC(NC(=O)C23CC4CC(CC(C4)C2)C3)CC1	0.0%	3.0%	?
CCn1cc(C(=O)NCc2ccc(OC)cc2OC)c(=O)c2ccc(C)nc21	7.1%	5.9%	/

Three of the compounds above, with each value named.
NS(=O)(=O)c1ccc(Oc2ccc(S(N)(=O)=O)cc2)cc1
  TDP1 block: 1.2%
  N370S GC mod: 1.3%
  DT40 TDP1 no CPT: -8.9%
CCn1cc(C(=O)NCc2ccc(OC)cc2OC)c(=O)c2ccc(C)nc21
  TDP1 block: 7.1%
  N370S GC mod: 5.9%
  DT40 TDP1 no CPT: /
CC(C)CNC(=S)N1CCC(NC(=O)C23CC4CC(CC(C4)C2)C3)CC1
  TDP1 block: 0.0%
  N370S GC mod: 3.0%
  DT40 TDP1 no CPT: ?

Some of the compounds tested; the hit share may differ from the screen's.
